TGFb SMAD3 inh = qHTS for Inhibitors of TGF-b | AID 588855, 2011 | Potency, µM (doses to about 46.1 µM), inactives show at the top dose activity, negative = inhibition, usual class: inhibitors | 410,000 compounds, 1.2% hits | HepG2 CAGA-GFP TGF-b/SMAD3 reporter, GFP fluorescence, 18 h; TGF-beta stimulated, 500 pg/mL final; further: potency means the concentration at half of the fitted maximal effect; on the % scale 0 is the no-effect control and ±100 the full control effect; nearly all actives have a fitted effect of over 65% in size
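Cell-based qHTS in HEPG2 carrying a CAGA-GFP Smad reporter; compounds added before 500 pg/mL final TGF-beta, 18 h incubation at 37 degrees C, GFP fluorescence quantified per cell by imaging cytometry.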
Akt phos inh = HTS Assay for Inhibitors of Akt Phophorylation: Primary Screen; Neuro2A IGF-stimulated pAkt S473 HTRF, 20 min; active compounds read low; 360,000 compounds, 0.32% hits; activity change, % for hits at 50 µM; in the data active means activity change below about -80%; inconclusive means mostly about -51% to -80%; further: on the % scale 0 is the no-effect control and ±100 the full control effect
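Single-point screen (50 µM final compound) in Neuro2A cells stimulated 20 min with 6 nM IGF at 37 deg C. After lysis, Ser473-phosphorylated Akt read by HTRF (ex 330 nm, em 615/665 nm) as the 665/615 ratio.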
Nrf2 activator = qHTS of Nrf2 Activators. AREc32 ARE-luciferase reporter (MCF7-derived line), luminescence, 24 h. Potency, µM (series often up to 46.1 µM), for the others: at the highest dose activation, most hits filed as activators. 410,000 compounds, 0.31% hits. AID 624171, 2012; further: potency means the concentration at half of the fitted maximal effect; % of control where 0% means no effect; nearly all actives have a fitted effect of over 65% in size
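ARE-driven firefly luciferase activity in AREc32 cells measured after a 24 hr compound exposure at 37 deg C, using Steady-Glo reagent and a 30 min room-temperature hold.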
HepG2 viability = qHTS for Inhibitors of TGF-b: Cytotox Counterscreen; HepG2 CAGA-GFP viability, ATP luminescence, 18 h; Potency, µM (highest dose often 46.1 µM), inactives show top-dose activity change, negative = cytotoxicity, usual class: cytotoxic; 410,000 compounds, 0.76% hits; further: potency means the concentration at half of the fitted maximal effect; some results filed as inactive show a strong effect at the top dose
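HepG2 CAGA-GFP cells (1000/well, DMEM with 1% FBS) received compound, then TGF-beta at 500 pg/mL final, and were incubated 18 hours at 37 degrees C. Viability was read by CellTiter-Glo luminescence. Media-only wells were set as complete cell-killing and DMSO as no toxicity.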
A549 tox = Nrf2 qHTS screen for inhibitors: counterscreen for cytotoxicity; A549 ARE-Fluc cells, CellTiter-Fluor viability, 18-24 h; Potency, µM (top dose mostly 46 µM), without a hit: at the highest dose activity change, negative = cytotoxicity, usual class: inhibitors; 390,000 compounds, 0.16% hits; AID 504648, 2011; further: potency means the concentration at half of the fitted maximal effect; on the % scale 0 is the no-effect control and ±100 the full control effect
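Cytotoxicity counterscreen: CellTiter-Fluor fluorescence was measured in A549 ARE_Fluc cells after 18-24 h of compound exposure in a concentration series. The subsequent BugLite luminescent read reports ARE-luciferase activity.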
Nrf2 block = Nrf2 qHTS screen for inhibitors; 360,000 compounds, 2.1% hits; Potency, µM (highest dose often 46 µM), without a hit: at the highest dose activity change, negative = inhibition, actives largely listed as inhibitors; A549 ARE-Fluc reporter, luciferase luminescence, 18-24 h; further: potency means the concentration at half of the fitted maximal effect; on the % scale 0 is the no-effect control and ±100 the full control effect; nearly all actives have a fitted effect of over 60% in size
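Reporter: ARE-Fluc in A549. Exposure: 18-24 h, 37 °C, 5% CO2, 5% FBS OPTI-MEM. Readouts: fluorescent cytotoxicity (CellTiter-Fluor), then luminescent Nrf2 signal after BugLite.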
MmCpn inh = Inhibitors of TCP-1 ring complex (TRiC) of Methanococcus maripaludis (MmCpn): qHTS; Potency, µM (doses to about 76.9 µM), inactives show at the highest dose activity, negative = inhibition, usual class: inhibitors; AID 504842, 2011; 330,000 compounds, 0.031% hits; purified Mm-Cpn ATPase, ADP Transcreener TR-FRET; Chaperonin Mm-Cpn (Methanococcus maripaludis); further: potency means the concentration at half of the fitted maximal effect; on the % scale 0 is the no-effect control and ±100 the full control effect; nearly all actives have a fitted effect of over 80% in size
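ATPase read-out: TR-FRET ADP immunoassay (anti-ADP Eu cryptate vs ADP-d2), ex 320 nm, em 590/665 nm; signal drops as ADP forms. Enzyme 25 nM, ATP 10 uM, 30 min at 37°C after 10 min compound preincubation.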
CCT modulator = High-Throughput Screening for Modulators of Cytosolic Chaperonin Activity | activity change, % (concentration not given with the values), hits read low | 360,000 compounds, 0.3% hits | purified chaperonin ATPase assay, HTRF ADP detection, 30 min | AID 651819, 2012; in the data active means activity change below about -30%; further: on the % scale 0 is the no-effect control and ±100 the full control effect
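TRiC (40 or 20 nM final, by batch activity) in 30 mM Tris pH 7.4, 100 mM KCl, 5 mM MgCl2, 1 mM DTT was treated with compound at 76 uM single dose, then 10 uM ATP, 30 min at 37 °C. ADP was read by HTRF Transcreener.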
Abeta yeast res = qHTS for compounds that reverse cellular toxicity of Amyloid beta (A-beta) peptide in yeast: Primary Screen; yeast expressing A-beta42, growth rescue, OD600, 48 h; response scale: 0% DMSO, 100% iron-clioquinol control; 410,000 compounds, 0.063% hits; AID 1347071, 2019; Potency, µM (highest dose often 46.1 µM), inactives show at the top dose growth rescue, hits mostly activators; further: potency means the concentration at half of the fitted maximal effect; nearly all actives have a fitted effect of over 55% in size
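Yeast growth medium received pinned compounds, then yeast cells expressing toxic A-beta were added; plates incubated at 30 C for 48 hr. Growth read as absorbance at 600 nm, normalized to DMSO and equimolar FeCl3 plus clioquinol controls.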
* = called active by the depositor; & = joins results of further samples; ! = not active in a repeat; [ ] = dose if it differs, or a comment. Unless noted, the call rests on the fitted dose curve; in most records, active means well fitted curve in the direction sought with a large enough effect; inconclusive means small, poorly fitted or top-dose-only effect, or another doubt; inactive means no such curve, though single readings can be large; an effect the other way counts as inactive or inconclusive.

How did COc1cc(C2CC(=O)Nc3c2c(=O)n(C)c2ncnn32)cc(OC)c1OC (stereo unspecified) do in these assays?
TGFb SMAD3 inh: 28%; Nrf2 activator: -0.3%; HepG2 viability: -17%; A549 tox: -6%; Nrf2 block: -3%; Abeta yeast res: -22%

Results for CC(C)(C)c1csc(NC(=O)Cc2cccs2)n1 ?
TGFb SMAD3 inh: 5%; Akt phos inh: inactive; Nrf2 activator: 1.7%; HepG2 viability: -1%; A549 tox: -8%; Nrf2 block: -20%; MmCpn inh: 1%; CCT modulator: -4.9; Abeta yeast res: 11%

What do the screens show for `COc1ccccc1C(=O)Nc1ccc(C(=O)O)cc1`?
TGFb SMAD3 inh: -4%; Akt phos inh: inactive; Nrf2 activator: -0.2%; HepG2 viability: -14%; A549 tox: 13%; Nrf2 block: 0%; MmCpn inh: 0%; CCT modulator: -7.2; Abeta yeast res: -4%

How did CN(Cc1ccccc1)C(=O)C1CCCN(c2ncnc3c2nc2n3CCCCC2)C1 (stereo unspecified) do in these assays?
TGFb SMAD3 inh: -9%; Akt phos inh: inactive; Nrf2 activator: -0.5%; HepG2 viability: -16%; A549 tox: 3%; Nrf2 block: -25%; MmCpn inh: -6%; CCT modulator: -2.8; Abeta yeast res: -8%

How did CCn1c(C(=O)NCCc2ccc(S(N)(=O)=O)cc2)cc2sc(Cl)cc21 do in these assays?
TGFb SMAD3 inh: inconclusive; Nrf2 activator: -0.5%; HepG2 viability: -49%; A549 tox: 4%; Nrf2 block: inconclusive; Abeta yeast res: -14%

How did CN(Cc1ccccc1)S(=O)(=O)c1ccc(F)c(C(=O)Nc2cc(Cl)cc(Cl)c2)c1 do in these assays?
TGFb SMAD3 inh: inconclusive; Nrf2 activator: 7.4%; HepG2 viability: -16%; A549 tox: -1%; Abeta yeast res: 4%

What do the screens show for `COc1ccccc1N1CCN(C(=O)C2CCN(S(=O)(=O)c3ccc4c(c3)CC(C)N4C(=O)C3CC3)CC2)CC1` (stereo unspecified)?
TGFb SMAD3 inh: -19%; Akt phos inh: inactive; Nrf2 activator: -0.1%; HepG2 viability: -29%; A549 tox: -5%; Nrf2 block: 26µM*; MmCpn inh: 1%; CCT modulator: 0.4; Abeta yeast res: -1%

What do the screens show for `Cc1ccc(Cl)cc1NC1=C/C(=N\S(=O)(=O)c2cccs2)c2ccccc2C1=O`?
TGFb SMAD3 inh: 4µM*; Akt phos inh: inactive; Nrf2 activator: -2.9%&-1.4%; HepG2 viability: 3.5µM*!; A549 tox: inconclusive; Nrf2 block: 16µM*; MmCpn inh: -6%; CCT modulator: -0.2&-1.6; Abeta yeast res: -6%&4%

How did C/C(CC(C)C)=N/Nc1ccc([N+](=O)[O-])cc1[N+](=O)[O-] do in these assays?
TGFb SMAD3 inh: -15%; Akt phos inh: inactive; Nrf2 activator: 2.1%; HepG2 viability: -30%; A549 tox: -16%; Nrf2 block: inconclusive; MmCpn inh: 0%; CCT modulator: -2.7; Abeta yeast res: 3%

Results for COc1ccc(NC(=O)c2cc(S(=O)(=O)N3CCc4ccccc43)cn2C)cc1OC ?
TGFb SMAD3 inh: -4%; Akt phos inh: inactive; Nrf2 activator: 0.1%; HepG2 viability: -21%; A549 tox: -2%; Nrf2 block: 0%; MmCpn inh: 0%; CCT modulator: 0.6; Abeta yeast res: 3%

Results for OCCCNc1nc(-c2ccccc2)nc2c1oc1ccccc12 ?
TGFb SMAD3 inh: 6%; Akt phos inh: inactive; Nrf2 activator: 9.4%; HepG2 viability: -19%; A549 tox: -6%; Nrf2 block: inconclusive; MmCpn inh: 2%; CCT modulator: -0.7; Abeta yeast res: 10%

Results for CCOc1cc(/C=N\Nc2nc(Nc3ccccc3)nc(N3CCOCC3)n2)ccc1OC(=O)c1ccco1 ?
TGFb SMAD3 inh: 5%; Akt phos inh: inactive; Nrf2 activator: 8.8%; HepG2 viability: -36%; A549 tox: inconclusive; Nrf2 block: 12%; MmCpn inh: -1%; CCT modulator: -4.7; Abeta yeast res: inconclusive

Results for CCn1ncc(CN2CCCC(C(=O)c3cccc(OC(C)C)c3)C2)c1C (stereo unspecified) ?
TGFb SMAD3 inh: -23%; Akt phos inh: inactive; Nrf2 activator: 2.9%; HepG2 viability: -25%; A549 tox: -3%; Nrf2 block: -1%; MmCpn inh: 1%; CCT modulator: 0.9; Abeta yeast res: -11%

What do the screens show for `CCc1ccccc1NC(=O)CN(C)C(=O)c1cccc(S(=O)(=O)N2CCCCCC2)c1`?
TGFb SMAD3 inh: -14%; Akt phos inh: inactive; Nrf2 activator: 0.2%; HepG2 viability: -22%; A549 tox: -7%; Nrf2 block: -18%; MmCpn inh: 2%; CCT modulator: 0.0; Abeta yeast res: 3%

How did O=C(Nc1ccc2c(c1)OCO2)c1c(Cl)nc2sccn12 do in these assays?
TGFb SMAD3 inh: -11%; Akt phos inh: inactive; Nrf2 activator: 5.9%; HepG2 viability: -26%; A549 tox: -3%; Nrf2 block: inconclusive; MmCpn inh: -1%; CCT modulator: -5.5; Abeta yeast res: 3%

What do the screens show for `O=S(Cc1ccccc1)CC(O)(c1ccccc1)c1ccccc1` (stereo unspecified)?
TGFb SMAD3 inh: -5%; Akt phos inh: inactive; Nrf2 activator: 0.0%; HepG2 viability: 3%; A549 tox: -5%; Nrf2 block: -27%; MmCpn inh: 0%; CCT modulator: -11; Abeta yeast res: 26%

Results for CCCCNC(=O)c1onc(CSc2cccc(Cl)c2)c1C(=O)O ?
TGFb SMAD3 inh: inconclusive; Akt phos inh: inactive; Nrf2 activator: -0.3%; HepG2 viability: -19%; A549 tox: -4%; Nrf2 block: -7%; MmCpn inh: 1%; CCT modulator: -1.0; Abeta yeast res: -2%

How did COc1ccccc1C=NNC(=O)NN=Cc1ccccc1OC do in these assays?
TGFb SMAD3 inh: 5%; Akt phos inh: inactive; Nrf2 activator: 8.4%; HepG2 viability: -4%; A549 tox: 2%; Nrf2 block: 25%; CCT modulator: -1.3; Abeta yeast res: -4%

How did Cc1ccccc1OCC(=O)Nc1sc2c(c1C#N)CC(C)(C)NC2(C)C do in these assays?
TGFb SMAD3 inh: 0%; Akt phos inh: inactive; Nrf2 activator: 4.7%; HepG2 viability: -25%; A549 tox: 1%; Nrf2 block: -18%; MmCpn inh: 0%; CCT modulator: -0.2; Abeta yeast res: -23%

Results for O=C(CN1CCN(Cc2ccccc2)CC1)Nc1ccccc1 ?
TGFb SMAD3 inh: 12%; Akt phos inh: inactive; Nrf2 activator: 0.0%; HepG2 viability: 15%; A549 tox: -2%; Nrf2 block: -8%; MmCpn inh: 1%; CCT modulator: -15; Abeta yeast res: -1%

Results for Cc1ccnc2c1ccc1cccnc12 ?
TGFb SMAD3 inh: -23%; Akt phos inh: inactive; Nrf2 activator: 18%; HepG2 viability: -4%; A549 tox: inconclusive; MmCpn inh: 2%; CCT modulator: 0.6; Abeta yeast res: -75%[inhibitor]

What do the screens show for `COc1ccc([C@H]2CC(=O)C[C@@H](CCn3nnc4ccccc43)O2)cc1`?
Akt phos inh: inactive; Nrf2 activator: 0.6%; CCT modulator: -3.5; Abeta yeast res: 2%

What do the screens show for `O=C(CCNC(=O)c1ccccc1Cl)NCCc1ccc(Cl)cc1`?
TGFb SMAD3 inh: -4%; Akt phos inh: inactive; Nrf2 activator: -0.4%; HepG2 viability: -6%; A549 tox: 8%; Nrf2 block: 18%; MmCpn inh: 1%; CCT modulator: -1.6; Abeta yeast res: -3%

How did C=CCNC(=O)CN1C(=O)C2C3c4ccccc4C(c4ccccc43)C2C1=O (stereo unspecified) do in these assays?
TGFb SMAD3 inh: 7%; Akt phos inh: inactive; Nrf2 activator: -0.3%; HepG2 viability: -5%; A549 tox: 9%; Nrf2 block: 11%; MmCpn inh: 2%; CCT modulator: -2.0; Abeta yeast res: 23%

Results for CCCOc1ccc(-c2nc(C#N)c(NCCCn3ccnc3)o2)cc1 ?
TGFb SMAD3 inh: 5%; Akt phos inh: inactive; Nrf2 activator: 3.3%; HepG2 viability: -25%; A549 tox: 7%; Nrf2 block: 5%; MmCpn inh: 0%; CCT modulator: -2.3; Abeta yeast res: 5%

What do the screens show for `C(=N\n1cnnc1)/c1ccc2ncccc2c1`?
TGFb SMAD3 inh: -14%; Akt phos inh: inactive; Nrf2 activator: 1.3%; HepG2 viability: 1%; A549 tox: -25%; Nrf2 block: -27%; MmCpn inh: 0%; CCT modulator: 1.4; Abeta yeast res: -8%

What do the screens show for `CC(=O)c1c(C)[nH]c(C(=O)COc2ccc3ccc(=O)oc3c2)c1C`?
TGFb SMAD3 inh: 17%; Akt phos inh: inactive; Nrf2 activator: 2.7%; HepG2 viability: -14%; A549 tox: 1%; Nrf2 block: inconclusive; MmCpn inh: -6%; CCT modulator: -1.5; Abeta yeast res: -17%

Compound activity from PubChem BioAssay.
